# Compound activity (PubChem)
# DENV2 CPE rescue: protects cells from dengue virus 2 cytopathic effect; DENV2-infected cells, cytopathic effect rescue, plate reader; 1.7% of 350,000 active; CPE inhibition, % at 9.99 µM; in the data active = CPE inhibition above about 20%, passing the limit was not always enough; inconclusive = no clear call, values can overlap the other calls; tested in BHK-21 cells;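 also: 0% = median of neutral control wells and 100% = median of positive control wells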
# miR122 inh: inhibitors of miR-122 in Huh7 cells | 0.3% of 340,000 active | activation (reporter increase), % at 12.5 µM | Huh7 miR-122 Renilla luciferase sensor, 48 h; neutral wells = 0, positive control = 100 | AID 602342;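 active = mean replicate activation score at least 90 and every replicate individually at or above 90; inconclusive = only one of the two criteria met; inactive = neither criterion met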;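 also: higher luciferase means less miR-122 activity so hits act as miR-122 inhibitors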
# PAX8 inh HTS: inhibitors of PAX8 transcriptional activity in RMG-I cells; RMG-I TPO-luciferase reporter, SteadyGlo, 24 h; inhibition, % at 12.6 µM; 1.2% of 360,000 active;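 active = mean replicate inhibition at least 60% with every replicate also reaching 60%; inconclusive = only one of the two criteria is met; inactive = mean below 60% and not all replicates reaching 60%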;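 also: luciferase light reporting Pax8 driven TPO promoter activity; plate controls were median of neutral control wells for no effect and mitoxantrone controls for full effect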
# FN deposition inh: fibronectin deposition inhibition; AH1F fibroblasts, Alexa488-fibronectin deposition fluorescence, overnight; AID 743247; inhibition, % at 12.6 µM; 0.086% of 350,000 active;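 active = mean inhibition across replicates of 30% or more, regardless of how many single replicates reach that level; inconclusive = mean under 30% yet at least half of replicates reach 30%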;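 also: positive control wells lacked labelled fibronectin entirely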
#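 Assay system: AH1F fibroblast monolayer, labelled fibronectin deposition. Amount: 10000 cells per well. Also added: labelled fibronectin 24 nM. Compound: single-point pinned compound. Incubation: cell attachment 1 h, compound and FN exposure overnight. Detection: fluorescence after three HBSS washes, excitation 485 nm, emission 525 nm. Read-out: inhibition of fibronectin deposition signal.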
# INS-1E GSIS act: primary screen for activators of insulin secretion dependent on glucose, INS-1E cells, GLuc reporter luminescence; INS-1E GLuc reporter insulin secretion, 2-3 h; activation, % at 16.6 µM; 0.61% of 370,000 active;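 active = lowest replicate activation of at least 40%, so every replicate reaches that level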;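 also: 0% = median of neutral control wells and 100% = median of IBMX positive control wells; some compounds called inactive have numbers as strong as hits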
# F508del corr: CFTR F508del correction in bronchial cells. CFBE cells, YFP halide quenching; stimulated with forskolin plus potentiator P3; % fluorescence drop versus neutral controls. activity (quench increase), % at 7.58 µM. 0.36% of 350,000 active. AID 720511;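 active = mean added fluorescence quench of at least 8% versus neutral control, with both replicates also reaching 8%; inconclusive = only one of the mean or replicate conditions met; inactive = mean below 8% and not both replicates reaching 8%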;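 also: cells transiently co-express mutant CFTR-F508del with the halide-sensitive YFP; corrector assay measuring rescue of mutant channel to the surface after 24 h compound exposure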
# EWS-Fli block: inhibitors of EWS/Fli oncoprotein transcriptional activity; A673 NR0B1-luciferase reporter, viability-normalised; inhibition, % at 12.6 µM; 0.67% of 350,000 active; AID 651661;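 active = mean inhibition of at least 50% after viability correction, with every replicate also passing that limit; inconclusive = mean reaches 50% but only one of two replicates passes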;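 also: firefly luciferase signal divided by Alamar Blue viability fluorescence both relative to DMSO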
# * hit, by the source's call; ? = inconclusive; · = no result given; [ ] = another dose, or the depositor's remark.
No.	molecule	DENV2 CPE rescue	INS-1E GSIS act	FN deposition inh	F508del corr	PAX8 inh HTS	EWS-Fli block	miR122 inh
1	CC1CCCN(C(=O)c2cc(-c3cccs3)nc3ccccc23)C1 (stereo not drawn)	0	-3	-2	1.1	-7	16	9
2	COc1ccc(NC(=O)CCCn2c(=O)c3sccc3n(Cc3cccc(C)c3)c2=O)cc1	-5	·	2	0.6	6	3	7
3	C=CCOc1ccc(C2NC(=O)NC(C)=C2C(=O)OC)cc1 (stereo not drawn)	·	·	-1	·	-23	·	3
4	CN1C(=O)c2cc(NC(=O)c3ccc(Cl)cc3)ccc2OC[C@@H]2O[C@@H](CC(=O)NCc3cccc(F)c3)CC[C@H]21	-6	0	25	0.8	33	61*	-2[16.7 µM]
5	CCc1noc(C)c1C(=O)Oc1ccc(N(C)S(=O)(=O)c2ccc(C)c(C)c2)cc1	-3	2	-8	2.9	9	6	·
6	Cc1c(C(=O)N2CCc3ccccc3C2)oc2ccc(Br)cc12	-5	20	0	-1.6	-39	-27	-5
7	O=C(N/N=C/c1cccc([N+](=O)[O-])c1)C1CC(=O)N(c2ccc(F)cc2)C1 (stereo not drawn)	·	-17	1	·	-4	·	·
8	Cc1ccnc(SCc2cc(=O)c(OC(=O)c3ccc(Br)o3)co2)n1	·	-7	2	·	15	·	·
9	O=C(CCS(=O)(=O)Cc1ccccc1)N1CCN(c2ccccc2)CC1	·	-6	3	·	·	·	-3
10	COc1ccc(N2CCN(C(=O)[C@H](C)N3C(=O)C4CC=CCC4C3=O)CC2)cc1 (stereo partly drawn)	-9	·	13	1.3	5	0	-8
11	Cc1ccc(S(=O)(=O)CC(=O)NCc2ccccc2)cc1	-10	-6	·	-3.8	-15	-5	0
12	NC(=O)Cc1nc(-c2ccc(F)cc2)cs1	-4	-4	1	1.3	4	-8	·
13	COc1ccc(CNC(=O)c2cccc3c(-c4cccnc4)coc23)cc1OC	4	-26	1	2.2	14	17	-15
14	Cc1ccc(/C=N/NC(=O)c2cc(-c3ccc(C)o3)[nH]n2)cc1	18	11	15	1.7	23	34	11
15	O=C(NCc1ccc(F)cc1)C1CCN(C(=O)NCc2ccccc2)CC1	·	·	3	·	-2	·	-8
16	O=C(Nc1cccc(S(=O)(=O)NC2=NCCCCC2)c1)c1cc(-c2ccc(Cl)cc2)nc2ccccc12	-9	·	-3	·	43	3	·
17	CC(C)C[C@H]1CNC(=S)N1C[C@H]1CCCN1C[C@H](Cc1ccc(O)cc1)N1C[C@H](Cc2ccc(O)cc2)N(CC2CCCCC2)C1=S	-4	-7	·	0.9	28	11	-7
18	O=C(Nc1ccc(F)cc1F)c1csc(-c2ccncc2)n1	-1	-12	-2	0.7	-22	-20	·
19	CCOc1ccc(S(=O)(=O)N(CC)CC(=O)N2CCCC2)cc1	4	0	1	1.6	-14	1	-3
20	CCOC(=O)c1c(C)[nH]c(C(=O)OCC(=O)NC(C)(C)C)c1C	-2	-10	-5	-1.9	17	-5	·
21	Cc1cc2[nH]c(=O)c(=O)[nH]c2cc1S(=O)(=O)Nc1cccc(Cl)c1C	?	-16	-4	-1.0	7	18	-11
22	Cc1ccc2nc(CN(C)C(=O)[C@H]3O[C@@H](n4ccc(=O)[nH]c4=O)[C@H](O)[C@@H]3O)[nH]c2c1	-7	1	3	-4.5	11	8	0
23	OCCNc1ncnc2c1ncn2[C@H]1CN(C2CCCC2)C[C@@H](CO)O1	0	6	-6	-1.8	-12	-1	-1
24	O=C(NCCc1ccccc1)c1cc(-c2ccccc2)c(N2CCOCC2)s1	-1	-28	-23	4.0	16	2	·
25	C[C@@H]1CN([C@H](C)CO)C(=O)c2cc(-c3cccnc3)cnc2O[C@@H]1CN(C)Cc1ccccc1	·	6	-1	-0.6	·	-3	-2[16.7 µM]
26	CCC(C)(C)NC(=O)C(c1ccc(OC)cc1)N(C(=O)CCC(=O)Nc1cc(C)on1)c1cc(OC)ccc1OC (stereo not drawn)	6	-14	-25	-3.8	0	-5	-4
27	Cn1c(N)c(N=O)c(=O)n(C)c1=S	7	2	9	4.9	26	6	16
28	COc1ccc(NC(=O)C2CCN(S(C)(=O)=O)CC2)c(OC)c1	1	-8	0	1.5	-14	-5	4
29	CCOc1ccccc1NC(=O)c1cc2ccccc2o1	4	10	6	3.4	-72	-30	7
30	CCOC(=O)c1cn(-c2ccc(F)c(F)c2F)c2c(F)c(F)c(F)cc2c1=O	·	14	-1	·	·	·	-8
31	Cc1cc(NC(=O)c2ccc(NC(=O)C(C)Oc3ccccc3)cc2)no1 (stereo not drawn)	·	22	-3	·	·	·	6
32	COc1cc(NC(=O)Cn2cnc(C(=O)Nc3ccc(C)c(C)c3)n2)cc(OC)c1OC	8	3	1	-3.3	10	-5	-4
33	CSCC(C)N1CCC(CO)(CCCc2ccccc2)CC1 (stereo not drawn)	2	-28	-3	-2.9	7	3	·
34	NC(=O)C1=C[C@@H](c2ccc(Br)cc2)C[C@@H](OCc2ccc(CO)cc2)O1	-2	-28	4	-3.9	10	-9	-6
35	COCC(=O)N1[C@@H](CO)[C@@H](c2ccccc2)C12CN(C(=O)Cc1ccccn1)C2	-6	5	·	2.6	·	·	·
36	Cc1cc(C)nc(NC(=O)c2cccs2)n1	-4	8	0	0.9	-13	-16	·
37	CCC(C(=O)NC1CC(C)(C)NC(C)(C)C1)c1ccccc1 (stereo not drawn)	0	2	2	0.6	7	2	-3
38	COc1ccc(NC(=O)N(C)C[C@@H]2OCCCC[C@@H](C)Oc3ccc(NC(=O)CCC(F)(F)F)cc3C(=O)N([C@@H](C)CO)C[C@H]2C)cc1	15	7	·	2.1	-7	10	-9[16.7 µM]
39	COCCn1c(=N)c(S(=O)(=O)c2ccc(F)cc2)cc2c(=O)n3cccc(C)c3nc21	-7	-2	9	-2.4	20	·	-5
40	CCN=C1S/C(=C\c2cc(Br)c(O)c(OC)c2)C(=O)N1CC	5	53*	2	5.6	0	14	·
41	CN(C)C(=O)c1ccccc1NC(=O)Cc1cccc2ccccc12	-1	6	1	-3.4	-7	4	4
42	Cc1ncc(C(=O)Nc2ccccc2)[nH]1	14	30	5	-0.7	-136	-37	6
43	O=C1C=CC(=O)N1c1ccc(Nc2ccccc2)cc1	-3	·	-1	0.9	9	-9	-8
44	CCC(=O)N[C@H]1CC[C@H](CCNS(=O)(=O)c2ccc(Cl)cc2)O[C@H]1CO	1	10	·	-3.6	-10	-3	·
45	CCCC(C)NC(=O)Cc1ccccc1[N+](=O)[O-] (stereo not drawn)	-10	2	-2	0.9	14	12	·
46	O=C(c1ccc(Cl)s1)N1CCN(c2ccccc2)CC1	5	0	-6	-1.8	1	10	-7
47	C[C@H]1CN([C@@H](C)CO)C(=O)c2cc(C#CC3CCCC3)cnc2O[C@@H]1CN(C)C(=O)C1CCC1	-6	-10	·	0.1	·	13	8[16.7 µM]
48	CCCNC(=O)N(C)C[C@H]1Oc2ncc(C#CCC3CCCC3)cc2C(=O)N([C@@H](C)CO)C[C@@H]1C	28	-14	1	1.4	·	4	17[16.7 µM]
49	CC(C)CN(C(=O)COC(=O)c1ccc2c(c1)OCCO2)c1c(N)n(Cc2ccccc2)c(=O)[nH]c1=O	-5	-1	5	-0.8	·	-14	·
50	COc1ccc(N2C3=C(CC4=C2CC(C)(C)CC4=O)C(=O)CC(C)(C)C3)cc1	4	-41	·	-3.5	·	46	1
51	CCOc1ccc(NC(=O)NNC(=O)C2CCC(C(C)(C)C)CC2)cc1 (stereo not drawn)	-1	0	-7	-0.4	6	5	2
52	CC(=O)c1cccc(NC(=O)CCNC(=O)c2cccc(C)c2)c1	-3	-10	3	2.8	-5	7	0
53	CCN(C(=O)CN1CCCc2cc(C)ccc21)c1c(N)n(Cc2ccccc2)c(=O)[nH]c1=O	-8	3	1	2.8	2	9	2
54	Cn1c(Cn2nnc3ccccc32)nnc1SCC(=O)N1CCc2ccccc21	-3	-11	·	3.4	·	2	5
55	CC(C)CCNC(=O)NC(=O)COC(=O)CNC(=O)C1CCCCC1	5	·	-5	-2.6	-13	4	-3
56	CCOC(=O)C1CCN(C(=O)C2COc3ccccc3O2)CC1 (stereo not drawn)	-2	6	-8	0.9	-7	0	0
57	CC1(C(=O)O)CCCN(C(=O)c2ccc3c(c2)C(C)(C)CCC3(C)C)C1 (stereo not drawn)	12	0	·	-2.5	0	-10	-5
58	O=C(NC[C@H]1[C@H](c2ccccc2)[C@H](CO)N1CC1CCCC1)c1ccncc1	5	5	-7	-1.2	-1	0	-58[16.7 µM]
59	COc1ccc(S(=O)(=O)N(C)C[C@@H]2OCCCC[C@H](C)Oc3ccc(NC(=O)C4CCCCC4)cc3C(=O)N([C@@H](C)CO)C[C@@H]2C)cc1	1	-21	4	-2.5	65*	5	-2[16.7 µM]
60	CNC[C@@H]1OCCCC[C@H](C)Oc2ccc(N(C)C)cc2C(=O)N([C@@H](C)CO)C[C@@H]1C	·	25	·	0.1	-1	2	0[16.7 µM]

# Next compounds.
No.	molecule	DENV2 CPE rescue	INS-1E GSIS act	FN deposition inh	F508del corr	PAX8 inh HTS	EWS-Fli block	miR122 inh
61	C[C@@H]1CCCCO[C@@H](CN(C)CC2CCCCC2)[C@@H](C)CN([C@@H](C)CO)C(=O)c2cc(NC(=O)Nc3ccc(F)cc3)ccc2O1	-18	-20	·	-0.2	-15	-3	1[16.7 µM]
62	CCOC(=O)c1ccccc1NC(=O)c1ccc(F)cc1	-3	16	1	1.4	·	-13	5
63	COc1ccc(/C=N/NC(=O)c2ccc3c(c2)OCCO3)c(OC)c1	?	-18	3	1.8	-6	-32	-2
64	COc1ccc(C2C3=C(CC(C)(C)CC3=O)OC(N)=C2[N+](=O)[O-])cc1 (stereo not drawn)	10	-20	-3	-0.9	7	-16	·
65	CCCCCn1c(=O)c(C(=O)c2ccccc2)nc2ccccc21	·	-4	1	·	·	·	0
66	C[C@@H]1CN([C@@H](C)CO)S(=O)(=O)c2ccc(C#CC(C)(C)O)cc2O[C@H]1CN(C)Cc1ccc(-c2ccccc2)cc1	-2	5	6	-4.5	·	75*	-15[16.7 µM]
